# BLM helicase inh: qHTS Assay for Inhibitors of Bloom's syndrome helicase (BLM). RecQ-like DNA helicase BLM (Homo sapiens), P54132. recombinant BLM DNA unwinding, fluorescence dequenching. Potency, µM (series often up to 56.1 µM), for the others: at the highest dose activity change, negative = inhibition, usual class: inhibitors. 350,000 compounds, 0.2% hits. AID 2528, 2010;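 further: plate controls were vehicle for no effect and no enzyme for full effect; nearly all actives have a fitted effect of over 35% in size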
# HP1b chromo inh: HTS for Inhibitors of HP1-beta Chromodomain Interactions with Methylated Histone Tails | Chromobox protein homolog 1 (Homo sapiens), P83916 | AID 540317, 2011 | AlphaScreen HP1-beta / biotin-H3K9me3 peptide binding | Potency, µM (titrated, usually from 114 µM), without a hit: top-dose activity change, negative = inhibition, hits mostly inhibitors | 390,000 compounds, 0.56% hits; further: nearly all actives have a fitted effect of over 70% in size; inactives centre near 23
# Target sequence (P83916 whole entry, looked up): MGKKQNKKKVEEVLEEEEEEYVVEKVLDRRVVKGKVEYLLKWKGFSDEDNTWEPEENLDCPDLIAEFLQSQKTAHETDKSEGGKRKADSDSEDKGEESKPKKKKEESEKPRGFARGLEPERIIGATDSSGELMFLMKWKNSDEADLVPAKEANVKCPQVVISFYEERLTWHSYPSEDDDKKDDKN
#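 HP1-beta protein (50 nM final) preincubated 30 min at room temperature with biotinylated H3(1-18)K9me3 peptide (50 nM) in PBS pH 7.4, 0.01% Tween-20, then compound added for 30 min. AlphaScreen streptavidin donor/nickel chelate acceptor beads (10 ug/mL final), 30 min dark, luminescence read.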
# GLS inhibitor: qHTS for Inhibitors of Glutaminase (GLS); Glutaminase kidney isoform, mitochondrial (Homo sapiens), O94925; GLS enzymatic activity, qHTS titration; Potency, µM (doses to about 45.5 µM), for inactives: at the highest dose activity change, negative = inhibition, most hits filed as inhibitors; 410,000 compounds, 0.21% hits; further: on the % scale 0 is the no-effect control and ±100 the full control effect
#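 hKGA in 45 mM KH2PO4 pH 8.2, 0.02% Tween-20 with pin-transferred compounds; 1 mM L-glutamine (stock) plus glutamate oxidase/HRP/Amplex Red coupling added. Fluorescence read initially and after 30 min at RT.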
# G9a inh: qHTS Assay for Inhibitors of Histone Lysine Methyltransferase G9a; Histone-lysine N-methyltransferase EHMT2 (Homo sapiens), Q96KQ7; G9a H3K9 monomethylation, AlphaScreen, 2 h; Potency, µM (titrated, usually from 102 µM), for inactives: at the top dose activity, negative = inhibition, most hits filed as inhibitors; 350,000 compounds, 8.8% hits; AID 504332, 2011; further: on the % scale 0 is the no-effect control and ±100 the full control effect; nearly all actives have a fitted effect of over 75% in size
# Target sequence (Q96KQ7 913-1193 limits assumed): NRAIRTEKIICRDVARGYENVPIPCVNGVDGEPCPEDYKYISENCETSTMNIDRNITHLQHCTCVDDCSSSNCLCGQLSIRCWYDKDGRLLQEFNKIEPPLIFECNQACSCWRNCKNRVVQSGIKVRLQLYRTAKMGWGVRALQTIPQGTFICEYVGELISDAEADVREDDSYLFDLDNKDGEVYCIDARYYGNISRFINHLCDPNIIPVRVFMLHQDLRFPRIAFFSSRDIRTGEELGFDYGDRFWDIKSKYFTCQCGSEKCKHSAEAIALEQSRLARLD
#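 AlphaScreen detection with an anti-monomethyl H3K9 antibody quantified product after a 2 h room-temperature reaction containing 500 nM biotinylated H3K9 peptide, 20 µM SAM and 20 nM enzyme, which had been preincubated 15 min with compound.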
# Pol iota inh: qHTS for Inhibitors of Polymerase Iota; DNA polymerase iota (Homo sapiens), Q9UNA4; Pol iota fluorescent replication assay, 10 min; Potency, µM (doses to about 115 µM), inactives show at the highest dose activity, negative = inhibition, actives largely listed as inhibitors; 390,000 compounds, 1% hits; AID 588590, 2011
#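 Pol iota at 10 nM preincubated 15 min with compounds at room temperature; reaction started with fluorescent substrate, 50 nM final. Fluorescence read kinetically at 0 and 10 min; buffer-only wells as negative control.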
# BAZ2B inh: qHTS Assay for Inhibitors of BAZ2B; AlphaScreen BAZ2B-H3K14Ac peptide displacement; Potency, µM (doses to about 114 µM), inactives show top-dose activity change, negative = inhibition, most hits filed as inhibitors; 360,000 compounds, 4.4% hits; AID 504333, 2011; further: on the % scale 0 is the no-effect control and ±100 the full control effect; nearly all actives have a fitted effect of over 60% in size
#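 BAZ2B (50 nM) with biotin-H3(5-23)K14Ac peptide (50 nM) in PBS pH 7.4, 0.01% Tween-20, preformed 30 min, then compound 30 min at room temperature; top concentration 110uM. AlphaScreen streptavidin donor/nickel chelate acceptor beads (10 ug/mL final), 20 min dark, signal read.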
# Pin1 inhibitor: qHTS Assay to Find Inhibitors of Pin1 | Pin1 FP peptide displacement, HiFluor488, 10 min | Potency, µM (highest dose often 115 µM), for the others: at the top dose activity, negative = inhibition, actives largely listed as inhibitors | 390,000 compounds, 0.009% hits | AID 504891, 2011; active means well fitted inhibition curve with a large enough effect in the polarisation, with a control signal flat, not every such curve was filed as active; inconclusive means small, poorly fitted or top-dose-only effect, or effect the other way, or a change in a side signal; inactive means no such curve, though single readings can be large or run the other way; the % refers to the polarisation; further: on the % scale 0 is the no-effect control and ±100 the full control effect
# Target sequence (Q13526 whole entry, looked up): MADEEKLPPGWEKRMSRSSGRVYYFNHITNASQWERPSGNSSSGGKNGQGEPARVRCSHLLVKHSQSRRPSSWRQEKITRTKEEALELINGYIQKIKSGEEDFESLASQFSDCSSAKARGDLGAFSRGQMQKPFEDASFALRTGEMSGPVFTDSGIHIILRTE
# JMJD2A Tudor: qHTS Assay for Inhibitors of JMJD2A-Tudor Domain. AID 504339, 2011. AlphaScreen JMJD2A-Tudor / H3K4me3 peptide binding. 390,000 compounds, 4.4% hits. Lysine-specific demethylase 4A (Homo sapiens), O75164. Potency, µM (titrated, usually from 114 µM), inactives show top-dose activity change, negative = inhibition, most hits filed as inhibitors; further: on the % scale 0 is the no-effect control and ±100 the full control effect; nearly all actives have a fitted effect of over 50% in size
# PGK inhibitor: qHTS Assay to Find Inhibitors of Phosphoglycerate Kinase | Phosphoglycerate kinase, glycosomal (Trypanosoma brucei brucei), P07378 | Potency, µM (doses to about 57.5 µM), for inactives: at the top dose activity change, negative = inhibition, hits mostly inhibitors | PGK/GAPDH coupled, Kinase-Glo luminescence, 60 min | 380,000 compounds, 0.043% hits; further: on the % scale 0 is the no-effect control and ±100 the full control effect; nearly all actives have a fitted effect of over 60% in size
# Target sequence (P07378 whole entry, looked up): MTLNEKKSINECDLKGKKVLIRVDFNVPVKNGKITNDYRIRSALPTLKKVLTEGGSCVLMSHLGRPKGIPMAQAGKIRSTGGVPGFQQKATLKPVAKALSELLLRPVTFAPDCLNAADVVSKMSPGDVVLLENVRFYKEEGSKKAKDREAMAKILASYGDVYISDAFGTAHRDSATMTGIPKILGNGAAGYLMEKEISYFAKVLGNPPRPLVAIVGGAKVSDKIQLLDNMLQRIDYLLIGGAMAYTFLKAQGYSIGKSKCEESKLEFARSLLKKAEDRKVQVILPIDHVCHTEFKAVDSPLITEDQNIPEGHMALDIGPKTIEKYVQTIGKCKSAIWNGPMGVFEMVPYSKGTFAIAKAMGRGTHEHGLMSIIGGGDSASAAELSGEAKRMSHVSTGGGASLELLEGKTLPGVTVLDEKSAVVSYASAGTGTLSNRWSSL
#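 Recombinant glycosomal PGK reaction used 1,3-bisphosphoglycerate generated in-well by GAPDH (100nM final) in 100mM TEA pH 7.6, 5mM MgCl2, 0.01% Tween-20. After 60 minutes at room temperature, ATP was read by Kinase-Glo Plus luminescence end-point.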
# * = called active by the depositor; i = inactive; ? = inconclusive; . = no result given; [ ] = dose if it differs, or a comment. Unless noted, the call rests on the fitted dose curve; in most records, active means well fitted curve in the direction sought with a large enough effect; inconclusive means small, poorly fitted or top-dose-only effect, or another doubt; inactive means no such curve, though single readings can be large; an effect the other way counts as inactive or inconclusive. Potency means the concentration at half of the fitted maximal effect.
SMILES,BLM helicase inh,HP1b chromo inh,GLS inhibitor,G9a inh,Pol iota inh,BAZ2B inh,Pin1 inhibitor,JMJD2A Tudor,PGK inhibitor
Cc1ccccc1NC(=O)CSc1[nH]c(=O)cc(C)c1C#N,2%,37%,14%,14µM*,?,5%,?,-16%,-14%
Cc1ccc(N(C(=O)Nc2ccccc2)C2=NCC(C)S2)cc1 (centres undefined),-3%,64%,18%,6%[59 µM],12%,-4%,5%,-7%,3%
Cc1cc(=O)[nH]c(SCC(=O)NCC2CCCCC2)c1C#N,0%,32%,1%,-11%,25%,.,35%[activator],-13%,-2%
O=S1(=O)CCOC[C@H](Cc2ccccc2)N1Cc1cccc(Cl)c1,.,76%[activator],0%,.,15%,.,6%,17%,-5%
Cc1cc(C)cc(C(=O)NCC(=O)OCC(=O)NCc2ccco2)c1,-6%,22%,-4%,-31%,?,?,2%,?,-8%
Cc1cc(NC(=O)c2ccc3c(c2)C(=O)N(c2cccc(C)c2C)C3=O)no1,-3%,19%,6%,90%[activator],14%,0%,-3%,-11%,0%
CCOc1cc(/C=N/n2cnnc2)cc(Br)c1O,1%,-6%,1%,?,?,-7%,-3%,-7%,-1%
CC(=O)N/C(=N/c1nc(C)cc(C)n1)Nc1ccc(F)cc1F,1%,16%,-20%,-10%[2.33 µM],95%[activator],1%,1%,4%,8%
CC(=O)N1CCc2cc(Br)cc(S(=O)(=O)N3CCN(c4cc(C)ccc4C)CC3)c21,-3%,21%,11%,-29%[59 µM],-3%,0%,-4%,-6%,11%
Cc1ccc(NC(=O)CSCc2cc(=O)n3cc(C)sc3n2)c(C)c1,0%,30%,2%,-10%[0.501 µM],?,-6%,1%,-12%,-3%
Cc1cc(C(=O)COC(=O)CNC(=O)c2ccccc2)c(C)n1CC1CCCO1 (centres undefined),-18%,-13%,1%,?,2%,?,-2%,?,0%
CCC(=O)Nc1nn(C)c2nc3c(C)cccc3cc12,5%,42%[activator],8%,11%[59 µM],2%,15%,?,8%,1%
COc1ccc2nc(-n3c(C)ccc3C)sc2c1,0%,21%,11%,?,-2%,?,13%,?,-8%
COc1ccc(-c2cc3nc(C)c(CCC(=O)N4CCN(c5cccc(Cl)c5)CC4)c(C)n3n2)c(OC)c1,-14%,28%,3%,?,6%,?,7%,-23%,-4%
C#CCOc1ccc(/C=C2\SC(=S)N(Cc3cccnc3)C2=O)cc1,-2%,15%,0%,-4%[59 µM],13%,-9%,3%,-11%,-8%

# Among those listed so far, these contain a cyano group.
SMILES,BLM helicase inh,HP1b chromo inh,GLS inhibitor,G9a inh,Pol iota inh,BAZ2B inh,Pin1 inhibitor,JMJD2A Tudor,PGK inhibitor
Cc1ccccc1NC(=O)CSc1[nH]c(=O)cc(C)c1C#N,2%,37%,14%,14µM*,?,5%,?,-16%,-14%
Cc1cc(=O)[nH]c(SCC(=O)NCC2CCCCC2)c1C#N,0%,32%,1%,-11%,25%,.,35%[activator],-13%,-2%

# The main list resumes with the 2 entries that preceded the break.
SMILES,BLM helicase inh,HP1b chromo inh,GLS inhibitor,G9a inh,Pol iota inh,BAZ2B inh,Pin1 inhibitor,JMJD2A Tudor,PGK inhibitor
COc1ccc(-c2cc3nc(C)c(CCC(=O)N4CCN(c5cccc(Cl)c5)CC4)c(C)n3n2)c(OC)c1,-14%,28%,3%,?,6%,?,7%,-23%,-4%
C#CCOc1ccc(/C=C2\SC(=S)N(Cc3cccnc3)C2=O)cc1,-2%,15%,0%,-4%[59 µM],13%,-9%,3%,-11%,-8%
Cc1ccccc1NC(=O)CC1C(=O)Nc2ccccc2N1CC(=O)N(C)C1CCS(=O)(=O)C1 (centres undefined),.,37%[activator],20%,18%[12.7 µM],19%,10%,4%,-20%,-1%
CCOC(=O)CSc1ncc(OC)c(=O)[nH]1,2%,66%[activator],-3%,25%[59 µM],0%,8%,2%,2%,-5%
C#CCOc1ccc(C2C3=C(COC3=O)Nc3cc4c(cc32)OCO4)cc1OC (centres undefined),-5%,24%,-15%,6%,15%,1%,-2%,-22%,-5%
CCN(CC)CCn1c(=S)[nH]c2cc3c(cc2c1=O)OCO3,59%[activator],12%,8%,45µM*,22%,-4%,-11%,45µM*,-3%
Cc1sc2ncnc(SCc3ccc(C(=O)O)cc3)c2c1C,-5%,49%[activator],-5%,45µM*,32%[activator],-15%,-18%,-7%,-5%
CCOc1ccc(NC(=S)NC(=O)/C=C/c2ccc(OC)cc2)c([N+](=O)[O-])c1,-2%,-3%,6%,-21%[59 µM],12%,-3%,-2%,-15%,-4%
CCS(=O)(=O)c1nc(S(=O)(=O)c2ccc(Cl)cc2)c(N2CCN(C)CC2)s1,4%,44%[activator],2%,.,-4%,22%,4%,-17%,6%
CC1(C)Cc2c(c(N3CCOCC3)nc3snc(N)c23)CO1,0%,7%,11%,12%,?,7%,3%,-8%,-4%
CCOC(=O)CCn1cc(F)c(=O)[nH]c1=O,-5%,-6%,6%,8%,53%[activator],-13%,0%,0%,4%
O=C(C1=C[C@@H](c2csc3ccccc23)C[C@@H](OCc2ccc(CO)cc2)O1)N1CCN(Cc2ccccc2)CC1,-8%,8%,-4%,?,?,?,?,?,-8%
CC1=NN(C(=O)c2ccco2)C(O)(c2ccccc2)C1 (centres undefined),0%,30%,-10%,8%,65%[activator],-32%,-4%,-14%,i
COc1ccc(N=C2SC(C(=O)N3CCN(c4ccc([N+](=O)[O-])cc4)CC3)CC(=O)N2C)cc1 (centres undefined),-5%,21%,-8%,.,-13%,?,12%,-12%,-8%
CCOc1ccc(S(=O)(=O)Nc2cccc(C(=O)N3CCN(C(C)=O)CC3)c2)cc1,.,32%,0%,-40%,30%[activator],4%,-7%,-1%,i
O=C(CSc1nnc(C2CCCCC2)o1)N1CCCCC1,-3%,27%,0%,-5%,-5%,-2%,-2%,1%,i
CCN(Cc1ccccc1)C(=O)COC(=O)c1cc(S(=O)(=O)Nc2ccccc2OC)ccc1O,.,37%[activator],16%,.,22%,.,69%[activator],-18%,i
Cc1ccc(NC(=O)c2ccc(S(=O)(=O)N(C)c3ccccc3)cc2)cc1S(=O)(=O)N1CCOCC1,.,19%,-6%,.,4%,.,17%,-22%,1%
O=C(NC1CCCCCCC1)C1c2ccccc2C(=O)N1Cc1ccco1 (centres undefined),-2%,24%,-1%,21%[59 µM],34%[activator],-29%,-6%,-13%,-7%
O=S(=O)(c1cccs1)N1CCN(CCOc2ccccc2)CC1,.,27%,10%,?,36%[activator],-7%,2%,-8%,0%
CCc1cccc(CC)c1NC(=O)c1ccccc1,-1%,23%,2%,-3%,34%[activator],-20%,-1%,-24%,1%
Cc1cc2oc(=O)cc(-c3ccccc3)c2c(C)c1-c1ccc(OC(F)(F)F)cc1,-13%[75.6 µM],44%[activator],-3%,28%[59 µM],11%,.,4%,-4%,i
COc1cc(C(=O)N[C@H](C(=O)Nc2nnc(C3CC3)s2)C(C)C)cc(OC)c1OC,6%,44%[activator],-2%,17%,44%,19%,3%,-1%,i
CN(Cc1nc2ccccc2n1C)S(=O)(=O)c1ccc(Cl)cc1,-2%,-7%,-1%,2%[12.7 µM],-3%,6%,-12%,-21%[11.4 µM],-3%
O/N=C1/CCSc2ccccc21,-2%,18%,3%,6%[59 µM],7%,-1%,0%,-10%,-2%
O=C(Nc1cccc(F)c1)NC1(C(=O)N2CCC(O)CC2)CCCCC1,-9%,50%[activator],1%,20%,144%[activator],6%,2%,-4%,6%
CC(C)CC1(C)NC(=O)N(CCN2C(=O)c3ccccc3C2=O)C1=O (centres undefined),-1%,25%,6%,?,9%,4%,-1%,-8%,-1%
COc1ccc(OCC(=O)NCc2ccc3c(c2)CCN3C(=O)c2cccc(C)c2)cc1,-5%,-4%,-13%,-14%[59 µM],-11%,-23%,11%,-31%,i
CCN(CCCNC(=O)c1cc2c(=O)[nH]c3ccc(C)cc3c2s1)Cc1ccccc1,133%[activator],-2%,8%,?,11%,?,-3%,?,1%
COc1ccc(-c2c[n+]3c4n2CCCCC4=C(c2ccccc2)C3)cc1,-5%,-5%,0%,14µM*,9%,56µM*,15%,40µM*,i
CS/C(Nc1cc(Cl)ccc1Cl)=C(/C#N)C(=O)c1ccco1,-1%,-18%,-12%,14µM*,96%[activator],56µM*,0%,?,-12%
O=C(CC1C(=O)NCCN1Cc1ccc(-c2ccccc2)cc1)NCCCn1ccnc1 (centres undefined),-2%,53%[activator],5%,?,106%[activator],-34%,-3%,-28%,-6%
CC(=O)N1CCc2cc(Br)cc(S(=O)(=O)N3CCC(C(=O)Nc4cccc(C)c4C)CC3)c21,-13%,24%,0%,-1%[59 µM],?,-31%,?,-15%,7%
CC(C)Nc1nnc(SCC(=O)N2CCN(C(=O)c3ccco3)CC2)s1,.,14%,10%,11%[12.7 µM],?,2%,-2%,-23%,0%
Cn1c(=O)c2c(ncn2CCOc2ccc(F)cc2)n(C)c1=O,-1%,?,10%,2%,-19%,2%,1%,-14%,i
CCn1cc(C(=O)NCCCN2CC(C)CC(C)C2)c(=O)c2cc(S(=O)(=O)N(C)C)ccc21 (centres undefined),-1%,46%[activator],-3%,0%,15%,-5%,-8%,-14%,8%
COCCCNC(=O)CCS(=O)(=O)Cc1ccc(C)cc1,0%,27%,-10%,-26%[0.0925 µM],-5%,2%,0%,-4%,7%[11.5 µM]

# Assay outcomes: PubChem, National Center for Advancing Translational Sciences (NCATS)

# Some of the compounds tested; the hit share may differ from the screen's.
